C2C12 statin = protects C2C12 myotubes from simvastatin toxicity; ATP luminescence, 48 h; scaled: DMSO 0, geranylgeraniol control 100; rescue of ATP level, % at 7.49 µM; 330,000 compounds, 0.78% hits; AID 602340;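 active means mean ATP rescue above about 67%, or every replicate alone reaching that limit, limit read from the data, passing the limit was not always enough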;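 further: myotubes were challenged with 10 µM simvastatin during compound exposure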
Cneo AK release = Cryptococcus neoformans lysis via adenylate kinase release; C. neoformans lysis, adenylate kinase release luminescence, 4 h; normalised: neutral wells 0, clomiphene wells 100; lysis activity, % at 15 µM; 360,000 compounds, 0.2% hits; AID 651654;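 active means mean lysis activity across replicates of at least 80%, whatever share of replicates individually reach that level; inactive means mean lysis activity below 80%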
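Material: C. neoformans cells | Amount: Yeast cell density of 5 × 10^6 cells/mL | Medium: Fresh YPD growth medium | Dosing: Single dose | Times: Static 4 h at 37 °C with compound, 1 h detection | Detection: AK luminescence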
LGR2 inh = Drosophila LGR2 receptor signaling inhibition; HEK293 LGR2, CRE-luciferase, bursicon-stimulated, 4 h; inhibition, % at 9.99 µM; 380,000 compounds, 0.35% hits; AID 720647;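 active means drop in luminescence signal, shown as inhibition above about 50% in the replicate tests, limit read from the data, passing the limit was not always enough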;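 further: agonist challenge used bursicon conditioned medium at about half maximal strength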
ARNT-TACC3 inh = disrupts binding between human ARNT and TACC3; Q9Y6A5; AlphaScreen His-ARNT PAS-B/GST-TACC3 binding, luminescence; TACC3 fragment carries E629A point mutation; inhibition, % at 9.99 µM; 390,000 compounds, 0.66% hits;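 active means mean inhibition of replicates at least 50% and at least half of replicates each reaching 50%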;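 further: 0% = complete ARNT plus TACC3 wells and 100% = ARNT alone without TACC3; many hits fall short of the cut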
PGC1a acetyl inh = modulators of PGC1a acetylation | 350,000 compounds, 0.17% hits | U2OS PGC1a acetylation, AlphaScreen anti-acetyl-lysine; with virally co-expressed GCN5 acetyltransferase | inhibition, % at 15.6 µM;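 active means every replicate shows inhibition of at least 40%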;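 further: 0% = neutral control wells and 100% = positive control wells; some results beyond the cut were filed as inactive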
INS-1E GSIS act = GLuc luminescence reporter in INS-1E cells, primary screen for activators of glucose-dependent secretion of insulin | INS-1E GLuc reporter insulin secretion, 2-3 h | activation, % at 16.6 µM | 370,000 compounds, 0.61% hits;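 active means lowest replicate activation of at least 40%, so every replicate reaches that level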;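 further: 0% = median of neutral control wells and 100% = median of IBMX positive control wells; some compounds called inactive have numbers as strong as hits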
PglD inh = PglD (C. jejuni) enzyme inhibition | purified PglD enzyme, DTNB colorimetric CoA detection | inhibition, % at 12.5 µM | 360,000 compounds, 0.098% hits | AID 602405; in the data active means inhibition above about 16%, passing the limit was not always enough; further: strong numbers were not always called active
PAX8 inh HTS = PAX8 transcriptional activity inhibition | RMG-I TPO-luciferase reporter, SteadyGlo, 24 h | inhibition, % at 12.6 µM | 360,000 compounds, 1.2% hits;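 active means mean replicate inhibition at least 60% with every replicate also reaching 60%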;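 further: luciferase light reporting Pax8 driven TPO promoter activity; plate controls were median of neutral control wells for no effect and mitoxantrone controls for full effect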
Starred values were filed as active, the others as inactive; x = no result given.

| smiles | C2C12 statin | Cneo AK release | LGR2 inh | ARNT-TACC3 inh | PGC1a acetyl inh | INS-1E GSIS act | PglD inh | PAX8 inh HTS |
| --- | --- | --- | --- | --- | --- | --- | --- | --- |
| CN(C)[C@@H]1C(=O)C(C(N)=O)=C(O)[C@@]2(O)C(=O)C3=C(O)c4c(O)ccc(Cl)c4[C@@H](O)[C@H]3C[C@@H]12 | -1 | -1 | -4 | 21 | 7 | -2 | -2 | -3 |
| CCN(CC)C(=O)CSc1nnc(-c2ccccc2)n1-c1ccccc1 | 7 | -1 | x | -2 | 3 | x | -2 | x |
| COc1cc(OC)c(NC(=O)Cc2ccc(OC)c(S(=O)(=O)N3CCOCC3)c2)cc1Cl | x | -2 | 8 | 1 | 1 | -4 | -2 | 3 |
| CCCN(C(=O)COC(=O)c1[nH]c(C)c(C(=O)OC)c1C)c1c(N)n(Cc2ccccc2)c(=O)[nH]c1=O | -3 | x | -13 | -3 | x | -21 | x | 10 |
| CN(C)C(=O)c1ccc(-c2ccc([C@H]3[C@H]4CN(C(=O)C5CCCCC5)CC(=O)N4[C@H]3CO)cc2)cc1 | x | x | 11 | x | -22 | 3 | x | 19 |
| COc1ccccc1N1CCN(CC(C)N(C(=O)C2CCCCC2)c2ccccn2)CC1 (configuration not stated) | -6 | -1 | 2 | 15 | 3 | -3 | -3 | 12 |
| CCCCCCCCCCCCC(NC(C)=O)(C(=O)OCC)C(=O)OCC | 0 | -1 | 0 | 29 | x | -48 | x | -5 |
| COc1ccc(S(=O)(=O)NCC2CCCN(C(=O)C=C(C)C)C2)cc1 (configuration not stated) | x | x | -8 | -1 | -1 | -2 | x | 11 |
| CCN(C(=O)COC(=O)c1cn(-c2ccccc2)nc1-c1ccccc1)C1CCS(=O)(=O)C1 (configuration not stated) | x | x | -8 | -7 | -2 | 5 | x | -5 |
| O=C(CCC1CCCCC1)Nc1cccnc1 | -12 | 1 | x | -1 | 11 | x | x | x |
| CC1Cc2ccccc2N1C(=O)CNc1ccccc1N1CCCCC1 (configuration not stated) | 6 | 0 | -5 | -3 | 8 | 2 | 4 | 3 |
| Cc1cc(C)n(-c2ccc(C(F)(F)F)cc2[N+](=O)[O-])n1 | x | x | -9 | 13 | 17 | 3 | x | 2 |
| N#Cc1ccc(C(=O)Nc2cc(C3CC3)nn2-c2ccccc2)cc1 | 18 | -1 | 17 | -3 | 9 | 2 | -3 | -3 |
| COc1cc(C(=O)NCc2ccccc2)cc(Br)c1OC | x | x | -7 | 1 | x | 0 | x | 9 |
| CCCc1cc(NCCN(C)C)n2c(nc3ccccc32)c1C#N | -4 | 2 | 0 | -2 | 6 | 10 | 3 | -4 |
| C[C@H](CO)N1C[C@H](C)[C@@H](CN(C)S(C)(=O)=O)OCCCC[C@H](C)Oc2ccc(NC(=O)Nc3ccc4c(c3)OCO4)cc2C1=O | x | 5 | 3 | 2 | 19 | 8 | 40 | x |
| CN(C)S(=O)(=O)c1cccc(C(=O)OCC(=O)NCc2ccc3c(c2)OCO3)c1 | -2 | 1 | 1 | -4 | -3 | -1 | -1 | 9 |
| CCOc1ncccc1C(=O)OCC(=O)N1CCN(S(=O)(=O)c2ccccc2)CC1 | -8 | 3 | x | 1 | -7 | x | -3 | -18 |
| Cc1c(-c2nn(C)c(=O)c3ccccc23)oc2ccc(F)cc2c1=O | 3 | 7 | x | 16 | -14 | x | -9 | x |
| COc1ccc(C2C(C(=O)c3sc(C)nc3C)=C(O)C(=O)N2CCN2CCOCC2)cc1 (configuration not stated) | x | -1 | x | -2 | 9 | x | -5 | x |
| Cc1cccc(CN(C)CCc2ccccn2)c1 | -8 | 3 | -18 | 0 | -1 | 17 | -3 | x |
| O=C(CN1CCCCC1)N/N=C/c1ccc(Cl)cc1 | 9 | -1 | 0 | -2 | 0 | -2 | 3 | 4 |
| CC(C)(C)C1CCc2sc(C(=O)NNC(=O)CCl)cc2C1 (configuration not stated) | 2 | -5 | -4 | -4 | x | -15 | -5 | 18 |
| Nc1nc(NCc2ccccc2)nc(NCc2ccccc2)c1[N+](=O)[O-] | x | 3 | 3 | 13 | 3 | 46* | 3 | 2 |
| COc1ccc(N2CCN(C(=O)C3CCCN3S(=O)(=O)c3cccc4nsnc34)CC2)cc1 (configuration not stated) | 15 | 0 | x | -1 | 1 | x | 6 | x |
| O=C(NCCc1ccccc1)c1noc2c1CCc1ccccc1-2 | 5 | 2 | -16 | -2 | 4 | 2 | -5 | x |
| Cc1cccc(-c2c(NC(=O)c3ccco3)oc3c(C)cccc3c2=O)c1 | x | x | -16 | 22 | x | 9 | x | -3 |
| O=C(NCc1cccnc1)c1cc(-c2ccccc2)on1 | -4 | 1 | -52 | -1 | 4 | -9 | 4 | x |
| CN1C(=O)c2cc(NC(=O)c3cscn3)ccc2OC[C@H]2O[C@H](CC(=O)N3CCOCC3)CC[C@@H]21 | -5 | -2 | 22 | -5 | -3 | 10 | 2 | -1 |
| CC1=C(C(=O)N2CCOCC2)CC(CC(=O)NCc2cccc3ccccc23)C(=O)N1Cc1ccc(C(C)(C)C)cc1 (configuration not stated) | -6 | -2 | 6 | x | -15 | -22 | -3 | 20 |
| COc1ccc(N2C(=O)C(Cl)=C(N3CCN(Cc4ccccc4)CC3)C2=O)cc1 | 11 | 0 | 1 | 12 | 7 | -2 | -2 | x |
| CC(=O)c1cccc(N(CC(=O)N2CCOCC2)S(C)(=O)=O)c1 | 6 | 3 | 25 | -7 | 2 | 4 | -3 | x |
| C/C=C/c1ccc([C@@H]2[C@H](CO)N(C(C)=O)[C@H]2CN(C(=O)COC)C(C)C)cc1 | -2 | -1 | -13 | 3 | -2 | 2 | 7 | -1 |
| COc1ccc(C2=NN(C(=O)c3cccs3)C(O)(C(F)(F)F)C2)cc1 (configuration not stated) | x | x | 8 | -2 | 1 | -3 | x | 13 |
| Cc1ccccc1Oc1cc(-n2ncc(Cl)c(Cl)c2=O)ncn1 | x | -4 | 101* | -8 | 69* | 34 | 9 | -20 |
| Cc1cc(C)c2[nH]c(=O)c(=O)[nH]c2c1 | 0 | 1 | x | -5 | -10 | x | -1 | x |
| Cc1cccc(OCC(O)CN2C(C)(C)CC(O)CC2(C)C)c1 (configuration not stated) | -2 | 11 | x | 1 | x | x | -3 | 3 |
| Cc1cccc(NS(=O)(=O)c2cc3c4c(c2)C(C)C(=O)N4CCC3)c1 (configuration not stated) | 1 | 0 | -5 | 1 | 0 | x | -2 | 12 |
| Cc1noc(C)c1NC(=O)NCC[C@@H]1CC[C@H](NC(=O)c2ccncc2)[C@H](CO)O1 | 14 | 52 | -13 | 12 | -44 | 1 | -2 | -11 |
| CCN(Cc1ccccc1)C(=O)Cn1cc2c(n1)CCCC2 | 9 | 8 | 23 | 24 | x | 1 | -2 | 6 |

Shown with two lines to a compound: 3 of the compounds above.
Order of values: C2C12 statin, Cneo AK release, LGR2 inh, ARNT-TACC3 inh, PGC1a acetyl inh, INS-1E GSIS act, PglD inh, PAX8 inh HTS
CN1C(=O)c2cc(NC(=O)c3cscn3)ccc2OC[C@H]2O[C@H](CC(=O)N3CCOCC3)CC[C@@H]21
    -5, -2, 22, -5, -3, 10, 2, -1
CC1=C(C(=O)N2CCOCC2)CC(CC(=O)NCc2cccc3ccccc23)C(=O)N1Cc1ccc(C(C)(C)C)cc1 (configuration not stated)
    -6, -2, 6, x, -15, -22, -3, 20
COc1ccc(N2C(=O)C(Cl)=C(N3CCN(Cc4ccccc4)CC3)C2=O)cc1
    11, 0, 1, 12, 7, -2, -2, x

Continued:
| smiles | C2C12 statin | Cneo AK release | LGR2 inh | ARNT-TACC3 inh | PGC1a acetyl inh | INS-1E GSIS act | PglD inh | PAX8 inh HTS |
| --- | --- | --- | --- | --- | --- | --- | --- | --- |
| O=C(O)C1=C[C@H](c2ccc3c(c2)Cc2ccccc2-3)C[C@H](OCCCCO)O1 | x | -24 | x | 1 | 9 | x | 4 | -214 |
| COc1ccc(-c2noc(COc3ccc4c(c3)OCO4)n2)cc1 | -1 | -1 | -12 | -57 | -11 | 8 | 1 | x |
| CCC(=O)Nc1ccc(C(=O)N/N=C/c2cc(Br)c(OC)cc2OC)cc1 | -3 | x | -10 | -2 | x | 37 | x | 12 |
| CCN(CC)CCNC(=O)c1c(O)c2cccc3c2n(c1=O)CCC3 | 7 | 0 | x | 11 | -1 | x | -12 | x |
| CN(C(=O)CSc1nc(C2CC2)nc2ccccc12)c1nc(-c2ccccc2)cs1 | 7 | -1 | x | -15 | 13 | x | -13 | x |
| CC(C)(C)NC(=O)Cn1c(=O)n(CC(=O)NC(C)(C)C)c2ccccc21 | 0 | x | -5 | 3 | 9 | -5 | x | -14 |
| O=C(Cn1nnc(-c2ccccc2)n1)N/N=C/c1cccc([N+](=O)[O-])c1O | x | x | 10 | 17 | -9 | 6 | x | -1 |
| COC(=O)c1ccc(-c2nc3cc(Cl)c(N)cc3s2)cc1 | x | -8 | x | -3 | 3 | x | -7 | x |
| CCc1cc(-c2n[nH]c(C)c2Oc2ccc(C(C)C)cc2)c(O)cc1O | 8 | -6 | x | 11 | x | x | -3 | x |
| Cn1c(C2CCCCC2)nc2ccccc21 | 4 | 8 | -10 | 21 | 3 | x | -6 | -12 |
| COc1cc(/C=N/NC(=O)c2cc(-c3ccccc3)nc3ccccc23)cc(OC)c1O | -13 | -2 | 4 | 2 | -4 | -5 | 4 | 6 |
| CN(CC(=O)Nc1ccc(F)cc1)CC(=O)N1CCCC1 | 10 | -1 | -3 | 0 | 6 | -8 | -5 | -4 |
| COCC#Cc1ccc2c(c1)O[C@H](CN(C)C)[C@@H](C)CN([C@H](C)CO)S2(=O)=O | 7 | 1 | -4 | 1 | 4 | 9 | -1 | 6 |
| COc1ccc(CCn2c(=N)c(S(=O)(=O)c3ccc(Cl)cc3)cc3c(=O)n4ccccc4nc32)cc1 | -13 | -1 | 2 | 1 | -8 | -11 | -1 | -6 |
| Cc1ccccc1NC(=O)CSc1ccsc1[N+](=O)[O-] | x | -2 | -26 | -1 | 0 | 9 | 0 | -12 |
| Cc1ccccc1-c1ccc([C@H]2[C@@H](CO)N3CCCCN(C(=O)c4cccnc4)C[C@@H]23)cc1 | -16 | -5 | 10 | -15 | 7 | 5 | 0 | 7 |
| COc1ccc(OC)c(NC(=O)C2CCCN2C(=O)C2CCC(C)CC2)c1 (configuration not stated) | 37 | 2 | -5 | -7 | -20 | -11 | -1 | 25 |
| Cc1cccc(NC(=O)CSc2nnc(-c3ccccc3)n2N)c1C | -1 | -1 | x | 3 | x | x | -6 | x |
| COC(=O)CC1C(=O)NCCN1C(=O)c1sc2ccccc2c1Cl (configuration not stated) | x | x | 23 | -4 | 7 | 12 | x | 8 |
| O=C(COc1ccc(Br)cc1)NN1C(=O)c2ccccc2C1=O | x | 0 | 0 | x | 11 | -17 | 7 | 2 |
| CN(C)c1ccc(C=Nc2ccccc2)cc1 | 14 | -1 | x | -2 | 3 | x | 0 | x |
| CC(C)Oc1ccc(CCc2n[nH]c(=S)n2-c2ccccc2)cc1 | -10 | -1 | -2 | 0 | 5 | -3 | -3 | 1 |
| Cc1cc(C(=O)NP(=O)(N2CC(C)OC(C)C2)N2CC(C)OC(C)C2)c(C)n1C1CC1 (configuration not stated) | x | x | -9 | -30 | x | -5 | x | 33 |
| CC1(C)OC(=O)C(=CNc2ncccn2)C(=O)O1 | -16 | -2 | -5 | -5 | -2 | 3 | 6 | x |
| CCCCCCC(=O)Nc1c2c(nc3ccccc13)N(C)CC2 | 3 | 0 | -6 | -23 | -1 | -27 | 1 | x |
| COc1ccc(S(=O)(=O)Nc2cccc3c2O[C@@H](CN(C)Cc2ccc4c(c2)OCO4)[C@@H](C)CN([C@H](C)CO)C3=O)cc1 | 40 | 3 | -5 | -3 | -10 | 8 | -13 | -4 |
| CC1(C(=O)NC(=S)N(Cc2ccccc2)c2ccccn2)CC1(Cl)Cl (configuration not stated) | x | x | 4 | -6 | x | -8 | x | 40 |
| CCOC(=O)NN1C(=O)c2ccccc2NC1C (configuration not stated) | 2 | -1 | x | -2 | x | 6 | -2 | 2 |
